# Screening results as filed in PubChem.
# Platelet DG rel: inhibitors of platelet dense granule secretion, primary screen, cell-based, MLPCN, human platelets | human platelet-rich plasma, SFLLRN dense granule ATP release, luminescence | inhibition, %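 (compounds screened at 7.5 µM in platelet-rich plasma)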 | 300,000 tested, 0.22% active;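 active = mean replicate score, as percent of positive control, at or above 50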
# DYRK1A inh: rat Dyrk1A kinase inhibitors, primary screen, biochemical, single point, plate reader. Dual specificity tyrosine-phosphorylation-regulated kinase 1A (Rattus norvegicus), Q63470. ADP-Glo luminescence, NFATc1 peptide. inhibition, % at 12.5 µM. 310,000 tested, 0.43% active; in the data active = inhibition above about 50%;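 note: plate controls were vehicle with enzyme for no effect and no enzyme for full effect; many of its hits are not listed in these tables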
# KCNK3 block: human KCNK3 channel inhibitors, primary screen, CHO cells, FluxOR thallium flux, B-score; FluxOR fluorescence; active compounds read low; Potassium channel subfamily K member 3 (Homo sapiens), O14649; AID 602410, 2012; B-score at 10 µM; 340,000 tested, 0.84% active;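 active = B-score under library mean minus 4 SD, starting fluorescence ratio at most library mean plus 5 SD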;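 note: more negative B-score means stronger inhibition of thallium flux through KCNK3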
# Target sequence (O14649 whole entry, looked up): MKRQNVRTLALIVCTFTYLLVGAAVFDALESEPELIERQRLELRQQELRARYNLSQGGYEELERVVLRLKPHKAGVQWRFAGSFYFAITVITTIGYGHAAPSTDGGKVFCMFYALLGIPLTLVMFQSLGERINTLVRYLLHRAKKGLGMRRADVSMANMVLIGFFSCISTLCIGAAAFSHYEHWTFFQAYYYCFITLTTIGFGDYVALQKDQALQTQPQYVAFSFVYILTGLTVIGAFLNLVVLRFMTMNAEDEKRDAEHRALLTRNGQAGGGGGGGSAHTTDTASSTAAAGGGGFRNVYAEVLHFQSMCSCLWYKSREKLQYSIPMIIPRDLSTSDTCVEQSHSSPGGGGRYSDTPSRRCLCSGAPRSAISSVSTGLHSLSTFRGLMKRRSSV
# KCNK9 block: KCNK9 potassium channel inhibitors, primary screen, HEK293 cells, thallium flux | Potassium channel subfamily K member 9 (Homo sapiens), Q9NPC2 | FluxOR thallium flux fluorescence; active compounds read low | B-score at 10 µM | 310,000 tested, 1.2% active;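 active = ratio B-score over 3 SD below the library mean, with starting fluorescence within 5 SD of its mean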;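 note: negative B-score means less thallium flux so channel inhibition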
# Target sequence (Q9NPC2 whole entry, looked up): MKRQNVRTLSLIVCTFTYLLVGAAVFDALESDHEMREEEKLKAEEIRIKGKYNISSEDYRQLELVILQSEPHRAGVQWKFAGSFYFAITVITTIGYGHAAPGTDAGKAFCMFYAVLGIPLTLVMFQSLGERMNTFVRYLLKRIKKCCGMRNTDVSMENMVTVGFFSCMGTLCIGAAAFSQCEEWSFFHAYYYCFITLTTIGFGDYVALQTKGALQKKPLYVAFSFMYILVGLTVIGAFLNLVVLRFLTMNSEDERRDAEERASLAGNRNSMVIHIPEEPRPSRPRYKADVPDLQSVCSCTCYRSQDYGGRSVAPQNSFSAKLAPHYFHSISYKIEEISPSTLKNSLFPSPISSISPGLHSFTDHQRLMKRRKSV
# KCNQ1 inh: inhibitors of human KCNQ1 channel, primary screen, cell-based, thallium flux, high-throughput. AID 2642, 2010. CHO-K1 KCNQ1, FluxOR thallium flux fluorescence; active compounds read high. B-score at 10 µM. 310,000 tested, 1.3% active;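 active = compounds whose thallium flux B-score, printed positive for inhibition, exceeds three library SD while starting fluorescence stays within three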;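 note: channel opened by potassium depolarization with thallium stimulus after 20 min compound exposure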
# TRPC4 agonist: activators of mouse TRPC4 channel, primary screen, Fluo4 calcium, HEK293 TRPC4beta/mu-opioid cells. Fluo4 calcium fluorescence; active compounds read high. B-score at 10 µM. 310,000 tested, 0.49% active. AID 2237, 2010;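 active = B-score above 5 SD of library B-scores, and initial fluorescence ratio not above library mean plus 5 SD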;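 note: positive B-score marks a calcium rise read as TRPC4 activation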
#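 System: HEK293 cells stably co-expressing mouse TRPC4beta and mu-opioid receptor; Schedule: Fluo4 dye loading 45 min at room temperature, 110 s recording; Detection: Fluo4 fluorescence, kinetic; Evaluation: B-scored integrated calcium fluorescence ratio; Controls: buffer (low) and maximal DAMGO (high).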
# hERG protect: hERG rescue from dofetilide block, primary screen, cell-based, CHO-hERG, FluxOR thallium flux, dofetilide IC70. Voltage-gated inwardly rectifying potassium channel KCNH2 (Homo sapiens), Q12809. dofetilide IC70 present. activation (rescue from dofetilide block), less the hit threshold, % at 10 µM. 310,000 tested, 0.51% active. AID 1511, 2009;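 active = activation above the mean of controls blocked by dofetilide plus 5 SD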;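 note: thallium influx through hERG after potassium depolarization seen as dye fluorescence rise; in these data hits start at about 4.7%; inactives centre near -7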
# KCNQ1 act: potentiators or activators of KCNQ1 channel, primary screen, cell-based, thallium flux, high-throughput | CHO-K1 KCNQ1, thallium flux FluxOR fluorescence; active compounds read high | AID 2648, 2010 | B-score at 10 µM | 310,000 tested, 0.35% active;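 active = fluorescence ratio B-score, a plate-corrected score, at least three library SD, with initial intensity B-score within 5 SD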
#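 Assay system: CHO-K1 cells stably expressing KCNQ1; Medium: assay buffer with matched DMSO; Also added: K+/Tl+ depolarizing stimulus; Dosing: single dose; Timing: dye 90 min, compound 20 min, room temperature; Measured by: kinetic FluxOR thallium fluorescence, 10-s 1-Hz baseline, 110-s post-stimulus read; Read-out: peak-minus-minimum fluorescence over initial fluorescence, negative-control normalized, B-scored.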
# TRPC4 potent: positive allosteric modulators of TRPC4, primary screen, cell-based, mouse TRPC4beta, HEK293 mu-opioid, Fluo-4 calcium; Short transient receptor potential channel 4 (Mus musculus), Q9QUQ5; 310,000 tested, 0.42% active; DAMGO EC20, Fluo-4 Ca2+ flux; active compounds read high; B-score at 10 µM;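 active = B-score of calcium response area above 5 SD of library B-scores, with initial fluorescence ratio within 5 SD of library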;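 note: B-score of integrated fluorescence ratio over time as area under calcium response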
# PolyA inhibitor: polyadenylation inhibitors in yeast reporter cells, primary screen, luminescence, S. cerevisiae; S. cerevisiae SKY197-pL101 polyadenylation reporter, beta-gal luminescence; efflux-impaired pdr1/pdr3 knockout yeast; score 100 = 6 SD above DMSO; calls only at 12 µM; 300,000 tested, 0.02% active;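 active = lowest replicate activity score at least 50, where 100 means six control SD above control mean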;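 note: yeast exposed to compound for 9 h at 30 °C; higher score means more reporter readthrough which indicates perturbed polyadenylation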
# TRPC4 block: inhibitors of mouse TRPC4 channel, primary screen, Fluo4 calcium, HEK293 TRPC4beta/mu-opioid cells. B-score at 10 µM. 300,000 tested, 0.39% active. DAMGO-evoked Fluo4 calcium flux; active compounds read low. AID 2247, 2010;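 active = B-score over 3 SD under the library average, no early fluorescence shift, positive overall ratio signal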
#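 Assay system: TRPC4beta/mu-opioid receptor HEK293 cell line; compound dosing: single concentration per test compound; detection: Fluo4 Ca2+ flux fluorescence; evaluation: per-well B score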
# An asterisk follows results filed as active; i = inactive; · = not tested or not shown. Some of the compounds tested, so the mix of outcomes need not match the whole.
Structure	TRPC4 block	TRPC4 agonist	KCNK3 block	KCNK9 block	Platelet DG rel	hERG protect	PolyA inhibitor	DYRK1A inh	KCNQ1 inh	TRPC4 potent	KCNQ1 act
Cc1ccc(C)c(S(=O)(=O)N2CCN(C(=O)C(C)Sc3ccccc3)CC2)c1 (centres undefined)	i	i	i	i	5	-7	i	-2	i	i	i
COc1ccc(O)c(CN2CCC(n3nccc3NC(=O)c3ccccc3Cl)CC2)c1	i	i	i	i	-5	-13	i	·	i	i	i
Cn1c(=O)c2[nH]c(SCC(=O)c3ccc(F)cc3)nc2n(C)c1=O	i	i	i	i	-12	-9	i	1	i	i	i
CC(=O)c1c(OCC(=O)O)ccc2c(C)cc(=O)oc12	i	i	i	i	-9	-10	i	1	i	i	i
COc1ccc2c(OC)c3ccoc3nc2c1OC	i	i	i	i	0	-5	i	0	i	i	i
Cc1ccc(NC(=O)c2ccc3c(c2)CCN3S(C)(=O)=O)c(C)c1	i	i	i	i	-10	5.3*	i	2	i	i	i
CCOC(=O)c1c(C)[nH]c(C(=O)OCc2ccccc2)c1C	i	i	i	i	-16	-8	i	-8	i	i	i
S=C(NCCc1ccccn1)Nc1cccc(Cl)c1	i	i	i	i	-11	-7	i	6	i	i	i
O=C(CCCOc1ccc(Cl)cc1Cl)Nc1ccc(O)cc1C(=O)O	i	i	i	i	1	-7	i	4	i	i	i
C=CCN1C(=O)/C(=C\c2cc(Br)c(OCc3ccccn3)c(OC)c2)SC1=S	i	i	i	i	-1	-7	i	·	i	i	i
COc1cccc(Cn2c(=O)c3[nH]cnc3n(-c3ccccc3C)c2=O)c1	i	i	i	i	6	0	i	-7	i	i	i
COc1ccc(Nc2nc(N)nc(CN3CCc4ccccc4C3)n2)cc1	i	i	i	i	9	-10	i	3	i	i	i
CCCC(=O)N(CCN1CCOCC1)c1nc2c(OCC)cccc2s1	i	i	i	i	-11	-8	i	-1	i	i	i
COc1ccc(/C=N/NC(=O)CSCc2ccc([N+](=O)[O-])cc2)cc1OC	i	i	i	i	-10	-9	i	1	i	i	i
Cc1ccccc1C(=O)O/N=C1\CCS(=O)(=O)c2sccc21	i	i	i	i	8	-6	i	6	i	i	i
C=CCN(CC=C)S(=O)(=O)c1ccc(NC(=S)NC(=O)Cc2ccc(OC)cc2)cc1	i	i	i	i	1	-11	i	5	i	i	i
CC(=O)N1CCc2cc(S(=O)(=O)CCC(=O)N(C)c3cc(C)ccc3C)ccc21	i	i	i	i	0	-4	i	3	i	i	i
CC(C)c1ccc2c(c1)C(N1CCNCC1)Cc1ccc(F)cc1S2 (centres undefined)	i	i	i	i	1	-30	i	·	i	i	i
Cc1nnc(SCC(=O)Nc2ncc(Cc3ccc(F)cc3)s2)n1N	i	i	i	i	2	-3	i	1	i	i	i
CCOC(=O)c1c(C)oc2cc(Br)c(OC)cc12	i	i	i	i	4	9.4*	i	8	i	i	i
CN(C)S(=O)(=O)c1ccc2nnn(OCC(=O)NC34CC5CC(CC(C5)C3)C4)c2c1	i	i	i	i	0	-8	i	-1	i	i	i
Cc1cc(C)cc(NS(=O)(=O)c2csc(C(N)=O)c2)c1	i	i	i	i	-3	-2	i	1	i	i	i
O=C(CN1C(=O)COc2ccc(Cl)cc21)N1CCOCC1	i	i	i	i	20	0	i	·	i	i	i
CCOC(=O)C1CCCN(C(=O)c2cn(C)c(=O)c3cc(OC)c(OC)cc23)C1 (centres undefined)	i	i	i	i	-11	-8	i	1	i	i	i
O=C1c2cccnc2Nc2ccccc2N1CCCF	i	i	i	i	·	-5	i	-8	i	i	i
COc1cccc2cc(C(=O)Nc3ccccc3C)/c(=N/NS(=O)(=O)c3ccccc3)oc12	i	i	i	i	1	-6	i	-4	i	i	i
CCn1cc(C(=O)O)c(=O)c2cnc(N3CCN(C(=S)NC(=O)c4ccccc4Cl)CC3)nc21	i	i	·	i	1	-15	i	·	i	i	i
CCCOc1cccc(C(=O)N(Cc2cccs2)C2CCS(=O)(=O)C2)c1 (centres undefined)	i	i	i	i	·	-11	i	2	i	i	i
O=C(O)/C=C/c1ccc2noc(-c3ccccc3)c2c1	i	i	i	i	3	-5	i	70*	i	i	i
CCOC(=O)N1CCC(NC(=O)c2cnn3ccccc23)CC1	i	i	i	i	-20	-10	i	-1	i	i	i
COc1ccc(C2CC(=O)Nc3cc(OC)c(OC)cc32)cc1Br (centres undefined)	i	i	i	i	4	-2	i	7	i	i	i
Cc1cccc(Cc2c(C)nc3nc(SCC(=O)NCc4ccco4)nn3c2C)c1	i	i	i	i	2	-16	i	0	i	i	i
Cc1c(Cc2ccccc2)c(=O)oc2c(C)c(OCC(=O)NCc3ccccn3)ccc12	i	i	i	i	7	-2	i	-5	i	i	i
CC(C)CCn1cnc2c(sc3nc4c(cc32)CSC(C)(C)C4)c1=O	i	i	i	i	12	-2	i	4	i	i	i
O=C(NCc1ccc2c(c1)OCO2)C1CC(=O)N(CCc2ccccc2)C1 (centres undefined)	i	i	i	i	-8	-12	i	0	i	i	i
C=CCn1c(CNc2ccccc2)nnc1SCC(=O)N/N=C/c1ccc(O)cc1O	i	i	i	i	-23	-3	i	-11	i	i	i
O=C(OCC(=O)c1cccs1)c1ccc(NC(=O)c2ccco2)cc1	i	i	i	i	2	-12	i	1	i	i	i
CC1(C)CC2(C)Nc3ccccc3N2C(=S)N1 (centres undefined)	i	i	i	i	-1	-5	i	0	i	i	i
CN(C)c1ccc(N2C(=NC(=O)CCc3ccccc3)SC3CS(=O)(=O)CC32)cc1 (centres undefined)	i	i	i	i	-15	-4	i	-4	i	i	i
COc1ccc(OC)c(NC(=O)CS(=O)(=O)c2ccccc2)c1	i	i	i	i	-1	-8	i	-2	i	i	i
O=C(CCN1C(=O)c2ccccc2C1=O)Nc1cccnc1	i	i	i	i	-7	-11	i	-5	i	i	i
CCN(CC)c1ccc(N2C(=NC(=O)C3CCCO3)SC3CS(=O)(=O)CC32)cc1 (centres undefined)	i	i	i	i	-3	-9	i	·	i	i	i
CCOC(=O)c1c(NC(=O)C2Cc3ccccc3C(=O)O2)sc2c1CCCC2 (centres undefined)	i	i	i	i	-1	-8	i	4	i	i	i
CC(=O)c1ccc(N2CCN(C(=O)c3cc(-c4ccc5c(c4)OCO5)nc4ccccc34)CC2)cc1	i	i	i	i	7	-16	i	5	i	i	i
CCCCOC(=O)Cc1c(O)c2ccccc2[nH]c1=O	i	i	i	i	-8	-3	i	-2	i	i	i
CN(Cc1c(F)cccc1Cl)C(=O)c1ccc2ccccc2n1	i	i	i	i	-2	-4	i	-1	i	i	i
NC(=O)c1ccccc1NC(=O)Nc1ccc(F)c(Cl)c1	i	i	i	i	13	-3	i	45	i	i	i
Cc1ccc(CSc2nnc(C)c(=O)n2N)cc1	i	i	i	i	11	-6	i	-5	i	i	i
Nc1cc[n+](CC(=O)c2ccc3c(c2)OCCO3)cc1	i	i	i	i	4	-5	i	2	i	i	i
COc1ccc(NC(=O)c2cc3c(=O)n4ccccc4nc3n2C)c(OC)c1	i	i	i	i	-2	-12	i	·	i	i	i

# A second format for 2 compounds above:
# Sequence of screens – TRPC4 block, TRPC4 agonist, KCNK3 block, KCNK9 block, Platelet DG rel, hERG protect, PolyA inhibitor, DYRK1A inh, KCNQ1 inh, TRPC4 potent, KCNQ1 act
- CCOC(=O)c1c(C)[nH]c(C(=O)OCc2ccccc2)c1C
    i, i, i, i, -16, -8, i, -8, i, i, i
- S=C(NCCc1ccccn1)Nc1cccc(Cl)c1
    i, i, i, i, -11, -7, i, 6, i, i, i

# Other structures follow.
Structure	TRPC4 block	TRPC4 agonist	KCNK3 block	KCNK9 block	Platelet DG rel	hERG protect	PolyA inhibitor	DYRK1A inh	KCNQ1 inh	TRPC4 potent	KCNQ1 act
O=C(CSc1nc2c(c(=O)n1-c1ccccc1)SCC2)N1CCOCC1	i	i	i	i	12	-7	i	5	i	i	i
O=C(NNc1c(Cl)cccc1Cl)c1ccno1	i	i	i	i	-2	-9	i	·	i	i	i
Cc1c(Cl)cccc1NC(=O)CN1CCN(CCN=CC2=C(O)CC(c3ccccc3)CC2=O)CC1 (centres undefined)	i	i	i	i	0	-9	i	0	i	i	i
COc1ccc(S(=O)(=O)N2CCCCC2)cc1C(=O)N1CCCC1	i	i	i	i	-3	-5	i	-3	i	i	i
CCOC(=O)N1C=CC(C)=C[C@@H]2[C@@H](N3C(=O)c4ccccc4C3=O)C(=O)N21	i	i	i	i	16	-9	i	4	i	i	i
Cc1cccc(NCc2nc(SCC(=O)Nc3ccccc3)n[nH]2)c1	i	i	i	i	12	-1	i	10	i	i	i
COc1ccc(N2C(=O)CC(C3CCCO3)C2=O)cc1 (centres undefined)	i	i	i	i	-4	-1	i	-1	i	i	i
O=C1NC(=S)N/C1=C\c1cccnc1	i	i	i	i	0	-7	i	9	i	i	i
Cc1cccc(NC(=O)C2CCN(c3nc(C)cc(C)n3)CC2)c1	i	i	i	i	1	-11	i	1	i	i	i
COc1cccc(CNc2nnnn2C)c1OC	i	i	i	i	0	-3	i	-3	i	i	i
Cc1ccc(NC(=O)/C(C#N)=C/c2cc(C)n(-c3ccc(N4CCOCC4)c([N+](=O)[O-])c3)c2C)c(C)c1	i	i	i	i	-1	-5	i	4	i	i	i
CCCn1ncc(OC)c(Cl)c1=O	i	i	i	i	-6	-9	i	-11	i	i	i
CC(N)c1ccc(Cl)cc1Cl (centres undefined)	i	i	i	i	-14	-4	i	2	i	i	i
O=C(OCc1nnc(-c2ccccc2)o1)c1ccc(-n2cnnn2)cc1	i	i	i	i	-5	-12	i	4	i	i	i
